Rac1 wt GTP bind – modulators of human Rac1 wildtype GTP binding; P63000; GST-Rac1 beads, fluorescent GTP binding, flow cytometry; actives lie on both sides; 0 = cold GTP competed, 100 = untreated; GTP binding activity (% of control), % at 10 µM; 190,000 compounds, 0.27% hits; AID 757;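 active = GTP binding activity at least 20 points away from the 100% control level, either lower or higher; inconclusive = compound flagged as likely green fluorescent, judged across all proteins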
Bim-Bcl-B – human Bim-Bcl-B interaction inhibition. Q9HD36. bead-based flow cytometry, Bim peptide-Bcl-B binding. inhibition, % at 10 µM. 190,000 compounds, 0.073% hits. AID 951;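 note: 0% = tracer peptide without compound and 100% = reference inhibitor peptide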
Target sequence (Q9HD36 whole entry, looked up): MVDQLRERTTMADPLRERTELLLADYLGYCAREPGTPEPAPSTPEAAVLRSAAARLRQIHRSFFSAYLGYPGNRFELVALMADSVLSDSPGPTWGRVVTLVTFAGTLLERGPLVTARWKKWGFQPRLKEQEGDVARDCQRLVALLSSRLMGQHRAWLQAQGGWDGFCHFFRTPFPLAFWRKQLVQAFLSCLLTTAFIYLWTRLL
Rab7 wt GTP bind – alters GTP binding to wildtype dog Rab7; 190,000 compounds, 0.055% hits; GTP binding activity (percent of control), % at 10 µM; GST-Rab7 beads, fluorescent GTP binding, flow cytometry; actives lie on both sides; untreated = 100%, excess cold GTP = 0%;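 active = fluorescent GTP binding to Rab7 beads changed by at least 20 points from the 100% baseline, either direction, mostly lower; inconclusive = compound itself probably fluorescent, or too few beads counted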;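 note: median green fluorescence of bound Bodipy-FL-GTP per Rab7 bead population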
Rac1 act GTP bind – human Rac1 activated mutant GTP binding change; P63000; GST-Rac1 activated beads, fluorescent GTP binding, flow cytometry; actives lie on both sides; 100% means binding = to untreated wells; percent activity (GTP binding), % at 10 µM; 190,000 compounds, 0.11% hits;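 active = GTP binding at least 20 percentage points away from the 100% baseline, in either direction, so actives lie on both sides; inconclusive = Compound likely fluorescent itself, or too few beads counted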
Rab2A wt mod – changes GTP binding to wildtype dog Rab2A, up or down; GST-Rab2 wt beads, Bodipy-GTP binding, flow cytometry; P61105; 190,000 compounds, 0.19% hits; GTP binding activity, % at 10 µM;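 active = GTP binding activity at least 20 points away from 100%, either lowered or raised; inconclusive = signal likely due to the compound's own green fluorescence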;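 note: 0% = beads with excess unlabeled GTP and 100% = no-compound control corrected for plate trend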
Bcl-W Bim block – disrupts Bim peptide binding to human Bcl-W | bead-based flow cytometry | 190,000 compounds, 0.02% hits | inhibition, % at 10 µM | Q92843 | AID 952;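 note: 0% = bound tracer without compound and 100% = peptide blocker; higher means less fluorescent Bim peptide bound to Bcl-W beads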
Bim-Bfl-1 – human Bim-Bfl-1 interaction inhibition. 190,000 compounds, 0.12% hits. Bead-based flow cytometry, Bim-Bfl-1 binding inhibition. Q16548. inhibition, % at 10 µM;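 note: 0% = wells without compound plus tracer and 100% = blocker peptide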
Bcl-XL Bim block – inhibitors of Bim-Bcl-XL interaction, human. AID 1007. inhibition, % at 10 µM. Bim peptide-Bcl-XL binding, bead flow cytometry, fluorescence. 190,000 compounds, 0.04% hits. Q07817
Target sequence (Q07817 whole entry, looked up): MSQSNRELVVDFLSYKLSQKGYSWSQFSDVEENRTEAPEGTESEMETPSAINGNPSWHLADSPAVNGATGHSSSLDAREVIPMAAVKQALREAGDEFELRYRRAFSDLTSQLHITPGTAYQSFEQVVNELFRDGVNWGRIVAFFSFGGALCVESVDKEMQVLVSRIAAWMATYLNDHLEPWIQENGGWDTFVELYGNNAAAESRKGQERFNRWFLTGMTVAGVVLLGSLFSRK
Cdc42 wt – changes GTP binding to wildtype human Cdc42. P60953. GST-Cdc42 beads, Bodipy-GTP binding, flow cytometry; actives lie on both sides. percent activity (GTP binding), % at 10 µM. 190,000 compounds, 0.2% hits. AID 761;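 active = percent activity GTP binding at least 20 points away from the 100% baseline, either down as inhibitor or up as activator; inconclusive = compound flagged as likely green fluorescent from well-wide comparison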;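 note: median bead fluorescence of bound Bodipy-FL-GTP at 100 nM; 0% = excess unlabeled GTP control and 100% = no compound control; below 100% means less GTP binding so inhibitor and above means activator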
Target sequence (P60953 whole entry, looked up): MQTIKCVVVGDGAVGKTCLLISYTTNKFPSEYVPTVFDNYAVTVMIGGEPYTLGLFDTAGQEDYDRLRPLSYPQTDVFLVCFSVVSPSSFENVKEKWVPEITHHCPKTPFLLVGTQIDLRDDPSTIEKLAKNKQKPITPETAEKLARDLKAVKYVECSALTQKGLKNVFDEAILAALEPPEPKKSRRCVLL
HRas wt GTP bind – modulators of GTP binding to human HRas wildtype; P01112; GST-Ras wt beads, Bodipy-FL-GTP binding, flow cytometry; actives lie on both sides; GTP binding activity, % at 10 µM; 190,000 compounds, 0.14% hits; AID 759;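 active = GTP binding activity at least 20% away from the 100% baseline, either lowered as inhibitor or raised as activator; inconclusive = flagged as likely green fluorescent, judged across all proteins in the well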;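 note: 0% = unlabeled GTP competition control and 100% = no-compound control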
Target sequence (P01112 whole entry, looked up): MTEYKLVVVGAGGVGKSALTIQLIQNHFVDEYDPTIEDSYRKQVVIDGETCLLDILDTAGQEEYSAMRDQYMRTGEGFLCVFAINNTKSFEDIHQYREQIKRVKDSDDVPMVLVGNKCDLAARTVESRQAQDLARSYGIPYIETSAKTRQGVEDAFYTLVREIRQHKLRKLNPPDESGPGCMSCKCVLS
Bcl-2 Bim block – human Bim-Bcl-2 interaction inhibition | AID 950 | 190,000 compounds, 0.06% hits | P10415 | inhibition, % at 10 µM | Bead-based flow cytometry, Bim peptide-Bcl-2 binding; in the data active = inhibition above about 40%; inconclusive = no clear call, values can overlap the other calls;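 note: 0% = no compound wells with probe peptide and 100% = reference peptide inhibitor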
An asterisk follows results filed as active; ? = inconclusive. Cut-off read from the data, not from the text of the source, unless noted: active = inhibition above about 40%.

nr	canonical_smiles	HRas wt GTP bind	Rac1 act GTP bind	Bcl-W Bim block	Bcl-XL Bim block	Bim-Bcl-B	Bim-Bfl-1	Cdc42 wt	Rab7 wt GTP bind	Rac1 wt GTP bind	Bcl-2 Bim block	Rab2A wt mod
1	COc1ccc(/C=C/C(=O)Nc2sc(Cc3ccccc3)c(C)c2C(N)=O)cc1	94.0	96.0	15.0	22.0	15.0	27.0	102.0	93.0	97.0	21.0	93.0
2	Cc1ccccc1-c1coc2cc(O)ccc2c1=O	96.0	95.0	-2.0	0.0	1.0	2.0	97.0	95.0	95.0	2.0	94.0
3	COCn1c(=O)c2c(nc(SC3=NCCS3)n2Cc2ccccc2C)n(COC)c1=O	99.0	92.0	7.0	-11.0	-2.0	-11.0	87.0	97.0	102.0	-7.0	95.0
4	O=C(O)CSc1c(-c2cccs2)[nH]c2ccccc12	97.0	97.0	14.0	17.0	22.0	4.0	99.0	94.0	106.0	11.0	97.0
5	COc1cccc2cc(/C(C)=N/NC(=O)c3ccco3)oc12	?	?	4.0	2.0	2.0	0.0	?	?	?	3.0	?
6	CC(C)n1cc(/C=C2/SC(=O)N(CC(=O)N3CCCC3)C2=O)c2ccccc21	103.0	99.0	0.0	0.0	0.0	1.0	102.0	102.0	103.0	0.0	101.0
7	CCOC(=O)c1nn(-c2c(C)n(C)n(-c3ccccc3)c2=O)cc1O	97.0	98.0	2.0	1.0	-1.0	0.0	101.0	95.0	101.0	1.0	97.0
8	Cc1nn(CCN)c(C)c1Cl	96.0	94.0	-1.0	-2.0	-3.0	-8.0	95.0	101.0	97.0	-5.0	96.0
9	CCOc1ccc(S(=O)(=O)N2CCN(S(=O)(=O)c3ccc(OCC)cc3)C(C)C2)cc1 (stereo not given)	97.0	96.0	-2.0	-9.0	-6.0	-1.0	97.0	94.0	99.0	-24.0	94.0
10	CCOc1ccccc1Oc1cn[nH]c1-c1ccc(OC)cc1O	98.0	98.0	0.0	-8.0	-7.0	-12.0	102.0	96.0	99.0	-10.0	97.0
11	CCc1ccc(NC(=O)COn2nnc3ccc(S(=O)(=O)N(C)C)cc32)cc1	103.0	99.0	1.0	0.0	-3.0	-5.0	104.0	98.0	101.0	-7.0	102.0
12	CS(=O)(=O)N1CCC(C(=O)NCCc2ccccc2)CC1	102.0	100.0	-5.0	-7.0	-7.0	-9.0	101.0	102.0	105.0	-7.0	102.0

Next part; the last 2 above are carried over.
nr	canonical_smiles	HRas wt GTP bind	Rac1 act GTP bind	Bcl-W Bim block	Bcl-XL Bim block	Bim-Bcl-B	Bim-Bfl-1	Cdc42 wt	Rab7 wt GTP bind	Rac1 wt GTP bind	Bcl-2 Bim block	Rab2A wt mod
11	CCc1ccc(NC(=O)COn2nnc3ccc(S(=O)(=O)N(C)C)cc32)cc1	103.0	99.0	1.0	0.0	-3.0	-5.0	104.0	98.0	101.0	-7.0	102.0
12	CS(=O)(=O)N1CCC(C(=O)NCCc2ccccc2)CC1	102.0	100.0	-5.0	-7.0	-7.0	-9.0	101.0	102.0	105.0	-7.0	102.0
13	Cc1ccccc1Cn1ccc(NC(=O)c2nc3ncccn3n2)n1	99.0	95.0	-6.0	-6.0	-3.0	0.0	96.0	101.0	95.0	-1.0	96.0
14	COc1ccc(C(Cl)=C(c2ccc(OC)cc2)c2ccc(OC)cc2)cc1	101.0	99.0	1.0	-1.0	0.0	0.0	102.0	94.0	103.0	2.0	100.0
15	CCOc1ccc(Br)cc1C(=O)N/N=C/c1ccc([N+](=O)[O-])cc1	95.0	95.0	3.0	1.0	-2.0	2.0	94.0	95.0	100.0	7.0	95.0
16	CCC(=O)Nc1ccc(S(=O)(=O)NCc2ccco2)cc1	103.0	103.0	-3.0	-10.0	-11.0	-18.0	105.0	101.0	108.0	-15.0	99.0
17	CCOC(=O)N1CCN(c2c(NCc3ccc(Cl)cc3)c(=O)c2=O)CC1	102.0	103.0	2.0	-1.0	-5.0	-8.0	104.0	101.0	110.0	-5.0	99.0
18	OCCC1CN(Cc2ccc3c(c2)CCO3)CCN1Cc1ccc(F)cc1 (stereo not given)	?	?	-4.0	-3.0	-6.0	-6.0	?	?	?	-5.0	?
19	O=C(NCCCN1CCCCCC1)c1ccc(CS(=O)(=O)Cc2ccccc2F)o1	98.0	97.0	9.0	-3.0	-7.0	-11.0	96.0	101.0	99.0	-12.0	97.0
20	Cc1occc1-c1nnc(SCC(=O)NCCc2ccccc2)n1Cc1ccccc1	99.0	98.0	-2.0	-2.0	-4.0	4.0	101.0	96.0	99.0	1.0	98.0
21	O=C(NCc1ccc(Cl)cc1)c1cc2ccccn2n1	94.0	94.0	-2.0	-3.0	-6.0	-7.0	97.0	94.0	95.0	-7.0	95.0
22	COc1cc(CN2CCNC(=O)C2CC(=O)N2CCc3ccccc3C2)cc(OC)c1 (stereo not given)	90.0	93.0	0.0	-2.0	-6.0	-3.0	93.0	93.0	94.0	1.0	93.0
23	CCN(CC)C(=O)c1sc(N2C(=O)Nc3ccccc3N2O)c(C(=O)OC)c1C	98.0	94.0	0.0	-3.0	-4.0	-8.0	100.0	108.0	102.0	-3.0	101.0
24	Cc1ccc(Nc2nc(NCC3CCCO3)nc(N)c2[N+](=O)[O-])cc1C (stereo not given)	102.0	100.0	-1.0	-4.0	-8.0	-8.0	104.0	101.0	107.0	-3.0	98.0
25	CC(NC(=O)C1CC2CCCC(C1)C2=O)c1ccccc1 (stereo not given)	101.0	98.0	-2.0	-9.0	-10.0	-22.0	104.0	96.0	105.0	-13.0	103.0
26	C/C(Cl)=C\Cn1c(O)c(N=NC(N)=S)c2cc(Br)ccc21	94.0	95.0	0.0	0.0	-3.0	0.0	94.0	101.0	93.0	0.0	94.0
27	CN1CCN(CC(=O)N2N=C(c3cccs3)CC2c2ccco2)CC1 (stereo not given)	101.0	101.0	-1.0	-3.0	-4.0	1.0	102.0	99.0	100.0	0.0	97.0
28	C=CCSc1ncccc1C(=O)NCc1ccc(C)cc1	106.0	103.0	5.0	-5.0	-1.0	-3.0	106.0	102.0	104.0	0.0	105.0
29	COCC(=O)OCC(=O)c1cc(C)n(-c2ccc(Br)cc2)c1C	97.0	96.0	0.0	0.0	-5.0	-4.0	98.0	96.0	99.0	1.0	94.0
30	Cc1cc(C)n2c(SCc3ccccc3Cl)nnc2n1	98.0	98.0	0.0	-2.0	0.0	-1.0	99.0	101.0	101.0	0.0	100.0
31	CCc1ccccc1NC(=S)N1N=CCC1c1ccccc1 (stereo not given)	98.0	98.0	-3.0	-4.0	-5.0	-8.0	99.0	107.0	99.0	-10.0	99.0
32	CCc1nc(SCc2ccc(C(=O)OC)o2)c2c(=O)n(C)c(=O)n(C)c2n1	98.0	100.0	0.0	-1.0	-7.0	-9.0	100.0	100.0	102.0	-5.0	99.0
33	CCOc1ccccc1CN1CCN(Cc2ccc(C)o2)CC1CCO (stereo not given)	96.0	98.0	-2.0	-3.0	-6.0	-3.0	102.0	98.0	100.0	-6.0	99.0
34	CCC(CC)NC(=O)C1CCN(S(=O)(=O)c2cccs2)CC1	100.0	99.0	0.0	1.0	0.0	0.0	100.0	99.0	102.0	0.0	100.0
35	Cc1ccccc1-n1cc(CNC(=O)CCc2nnc(CCc3ccccc3)o2)cn1	102.0	100.0	1.0	1.0	-4.0	-6.0	97.0	103.0	102.0	-4.0	102.0
36	Cc1nc(C(F)(F)F)c(C(=O)N/N=C(\N)c2cccnc2)s1	97.0	95.0	0.0	-2.0	-5.0	-2.0	97.0	103.0	95.0	-3.0	97.0
37	Cc1nc(Cc2ccc(OC(C)C)cc2)[nH]c(=O)c1CC(=O)O	100.0	95.0	-1.0	-3.0	-6.0	-2.0	101.0	104.0	99.0	-2.0	100.0
38	CCN(CC)c1ccc(CC(=O)NC(C)Cc2ccccc2)cc1 (stereo not given)	102.0	101.0	0.0	-2.0	-2.0	0.0	102.0	99.0	102.0	-1.0	101.0
39	O=c1c(Cc2ccc(Cl)cc2)c(O)ccn1Cc1ccncc1	97.0	97.0	2.0	-1.0	0.0	-3.0	101.0	103.0	97.0	-2.0	96.0
40	O=C(NN1C(=O)C2C3CCC(O3)C2C1=O)c1ccc(Cl)cc1 (stereo not given)	101.0	100.0	0.0	1.0	-2.0	1.0	103.0	104.0	104.0	5.0	102.0
41	CC(C)CNC(=O)c1cc2nc3c(c(C(F)(F)F)n2n1)CCc1ccccc1-3	100.0	98.0	1.0	-13.0	-5.0	-11.0	102.0	97.0	100.0	-9.0	99.0
42	N#C/C(=C/c1ccc(C(=O)O)cc1)C(=O)NCc1ccccc1	99.0	100.0	1.0	-3.0	-6.0	-13.0	103.0	99.0	106.0	-5.0	101.0
43	Cc1ccccc1Cn1c(=O)n(CCCC(=O)NCc2ccco2)c(=O)c2ccccc21	106.0	101.0	4.0	2.0	1.0	-3.0	105.0	106.0	112.0	2.0	100.0
44	O=[N+]([O-])c1ccc([C@H](O)[C@H](CO)N=Cc2ccccc2O)cc1	102.0	98.0	0.0	-3.0	-7.0	-13.0	104.0	103.0	106.0	-8.0	99.0
45	CCOc1ccc(C(=O)Nc2ccc(C(F)(F)F)n(C)c2=O)cc1	95.0	96.0	-1.0	-3.0	-2.0	-2.0	97.0	96.0	101.0	-1.0	96.0
46	COC(=O)C1=C(C)N(C)C(=O)/C1=C\c1ccco1	97.0	98.0	-2.0	-3.0	-9.0	-9.0	100.0	99.0	103.0	-6.0	99.0

Bioassay records deposited in PubChem BioAssay by NMMLSC.
